Screening results: PubChem, Broad Institute
XiGFP reactiv: reactivates the inactive X chromosome in mouse fibroblasts | XiGFP mouse fibroblasts, % GFP-positive cells imaging, 3 d; cells co-treated with 5-aza-dC sensitizer; scaled so ellipticine positive control = 100% | activation, % at 7.58 µM | 360,000 compounds, 0.055% hits | AID 743238;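 active = mean normalized replicate activation at least 10% and every replicate at or above 10%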;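 also: 0% = median of on-plate neutral control wells and 100% = ellipticine 6 µM median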
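Assay system – SV40-immortalized XiGFP fibroblast cells, line 68-5-11 · Buffer or medium – DMEM supplemented with 5-aza-dC as sensitizing agent · Dosing – one concentration, pinned · Benchmarks – positive control ellipticine, 6 µM final · Times – 3 days compound exposure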
S100A4 inh HTS: inhibitors of human S100A4 binding to myosin IIA peptide; S100A4/TAMRA-MyoIIA peptide fluorescence polarization; inhibition, % at 10.7 µM; 360,000 compounds, 0.14% hits;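 active = mean inhibition of at least 70% across replicates, with every replicate also reaching that level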
Target sequence (P26447 whole entry, looked up): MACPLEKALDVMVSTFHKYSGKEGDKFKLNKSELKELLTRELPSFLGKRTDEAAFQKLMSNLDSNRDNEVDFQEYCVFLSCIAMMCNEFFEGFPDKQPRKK
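Material: S100A4 monomer protein | Medium: HEPES pH 7.2 with CaCl2, KCl, NaCl, DTT, Triton | Reagent: Labelled myosin peptide probe, 5 nM | Doses: One dose per compound | Times: 5 min incubation before reading | Benchmarks: Neutral control DMSO, positive control TFP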
E-selectin induc: induces E-selectin expression in human endothelial cells. P16581. HUVEC E-selectin immunofluorescence imaging; normalized: neutral wells 0, TNF-alpha wells 100. activation, % at 7.58 µM. 260,000 compounds, 0.37% hits;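 active = mean E-selectin-positive cell signal at least 10% of the positive control, reached in at least 60% of replicates, without over 20% cell loss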;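 also: in these data hits start at about 27%; measured in HUVEC primary endothelial cells; signal is the percent of cells scored E-selectin positive by PE staining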
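Test system: HUVEC; input: 3,000 HUVEC/well; measured by: immunofluorescence imaging; read-out: % PE-positive cells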
EWS-Fli inh: inhibitors of EWS/Fli oncoprotein transcriptional activity | 350,000 compounds, 0.67% hits | inhibition, % at 12.6 µM | A673 NR0B1-luciferase reporter, viability-normalised;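 active = mean inhibition of at least 50% after viability correction, with every replicate also passing that limit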;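 also: firefly luciferase signal divided by Alamar Blue viability fluorescence both relative to DMSO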
esBAF inh: inhibitors of esBAF chromatin remodeling in mouse ES cells; reporter increase, % at 12.5 µM; Bmi1-luciferase knock-in reporter, 24 h; 100% = twice the neutral-well signal; 350,000 compounds, 2% hits; AID 602393; in the data active = activation above about 40%;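 also: 0% = median of the plate's neutral control wells and 100% = double that signal; a rise in the Bmi1 reporter signal indicates esBAF inhibition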
RAD52 inh: RAD52 (human) annealing inhibition. inhibition, % at 18.7 µM. recombinant RAD52 DNA annealing, FRET fluorescence. AID 651710. P43351. 360,000 compounds, 0.46% hits;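 active = every replicate showing at least 50% inhibition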
RAD54 branch: blocks human RAD54 Holliday junction branch migration | FAM/BHQ fluorescence | inhibition, % at 10.4 µM | 360,000 compounds, 0.14% hits;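 active = mean normalized replicate activity at least 40 and at least half of replicates scoring 40 or more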;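 also: 0% = median of neutral control wells and 100% = median of positive control wells; inhibitors cause a drop in the FAM fluorescence signal; in these data hits start at about 50%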
Target sequence (Q92698 whole entry, looked up): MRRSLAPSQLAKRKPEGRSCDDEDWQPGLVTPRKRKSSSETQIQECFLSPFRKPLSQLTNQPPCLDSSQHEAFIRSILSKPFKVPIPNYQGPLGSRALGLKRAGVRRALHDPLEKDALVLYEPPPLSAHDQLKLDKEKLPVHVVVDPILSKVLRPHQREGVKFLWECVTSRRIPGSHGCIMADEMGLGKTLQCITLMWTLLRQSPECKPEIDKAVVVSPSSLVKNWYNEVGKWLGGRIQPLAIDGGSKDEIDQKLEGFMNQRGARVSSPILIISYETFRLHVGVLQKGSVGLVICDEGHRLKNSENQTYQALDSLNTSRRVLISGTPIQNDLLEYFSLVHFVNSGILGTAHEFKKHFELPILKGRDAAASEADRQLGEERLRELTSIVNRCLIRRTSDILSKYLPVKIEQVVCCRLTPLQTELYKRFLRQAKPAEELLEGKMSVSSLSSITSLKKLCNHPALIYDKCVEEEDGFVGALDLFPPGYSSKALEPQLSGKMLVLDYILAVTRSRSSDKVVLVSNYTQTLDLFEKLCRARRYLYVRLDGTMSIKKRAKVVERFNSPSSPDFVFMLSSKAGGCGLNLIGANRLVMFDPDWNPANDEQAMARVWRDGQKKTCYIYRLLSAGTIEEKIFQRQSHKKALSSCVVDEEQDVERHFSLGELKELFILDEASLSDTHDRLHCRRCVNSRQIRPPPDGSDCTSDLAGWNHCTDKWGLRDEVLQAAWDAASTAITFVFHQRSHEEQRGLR
FN deposit inh: fibronectin deposition inhibition; AH1F fibroblasts, Alexa488-fibronectin deposition fluorescence, overnight; inhibition, % at 12.6 µM; 350,000 compounds, 0.086% hits;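 active = mean inhibition across replicates of 30% or more, regardless of how many single replicates reach that level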;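 also: positive control wells lacked labelled fibronectin entirely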
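Assay system: AH1F fibroblast monolayer, labelled fibronectin deposition. Amount: 10000 cells per well. Also added: labelled fibronectin 24 nM. Compound: single-point pinned compound. Incubation: cell attachment 1 h, compound and FN exposure overnight. Detection: fluorescence after three HBSS washes, excitation 485 nm, emission 525 nm. Read-out: inhibition of fibronectin deposition signal.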
An asterisk follows results filed as active.

C[C@@H]1CCCCO[C@H](CN(C)Cc2ccc3c(c2)OCO3)[C@@H](C)CN([C@H](C)CO)C(=O)c2cc(NC(=O)Nc3ccc(C(F)(F)F)cc3)ccc2O1 was read as XiGFP reactiv 1.1, S100A4 inh HTS 2, E-selectin induc 1.1, EWS-Fli inh -10, esBAF inh 2, RAD52 inh 44, RAD54 branch -8 and FN deposit inh 5.
For Nc1ccc(S(=O)(=O)c2ccc(N3CCOCC3)c(N)c2)cc1 the results were XiGFP reactiv 0.0, S100A4 inh HTS -5, EWS-Fli inh 7, esBAF inh -5, RAD52 inh -4, RAD54 branch -3 and FN deposit inh 5.
Screening COc1cc(C(=O)O[C@H]2C/C(C)=C/CC[C@@]3(C)O[C@@H]3[C@H](O)[C@@H]2C(C)C)cc(OC)c1OC returned XiGFP reactiv 0.4, S100A4 inh HTS -13, EWS-Fli inh 4, esBAF inh -5, RAD52 inh -14 and RAD54 branch 6.
`O=C(CCC(=O)NC1CCCCCCC1)Nc1nnc(C(F)(F)F)s1` gave S100A4 inh HTS 8, EWS-Fli inh 4, esBAF inh -7, RAD52 inh -9 and RAD54 branch 3.
For COCCn1c(SCC(=O)Nc2cc(C)on2)nc2c(c1=O)SC(C)C2 (configuration not stated) the results were XiGFP reactiv -0.1, S100A4 inh HTS -12, E-selectin induc 0.0, EWS-Fli inh -4, RAD52 inh -3 and FN deposit inh -10.
`Cc1cc(NCc2ccncc2)ccc1Br` gave XiGFP reactiv 0.0, S100A4 inh HTS -3, E-selectin induc -0.9, EWS-Fli inh -10, RAD52 inh -10 and FN deposit inh -3.
`CC(C)C(=O)NC(c1ccc(Cl)cc1Cl)c1ccc2cccnc2c1O` (configuration not stated) gave XiGFP reactiv 0.3, S100A4 inh HTS -2, EWS-Fli inh 7, esBAF inh -75, RAD52 inh 3, RAD54 branch 0 and FN deposit inh 12.
Screening Cc1nc2ccc(C(=O)NCCCN3CCCC3=O)cn2c1N(C)C(=O)CCc1ccccc1 returned XiGFP reactiv -0.1, S100A4 inh HTS -2, E-selectin induc 0.3, EWS-Fli inh -5, esBAF inh -7, RAD52 inh -3, RAD54 branch 14 and FN deposit inh -4.
`Cc1ccc(Cl)cc1-c1cc(C(=O)NCc2cccc(Cl)c2)[nH]n1` gave XiGFP reactiv 0.3, S100A4 inh HTS 5, E-selectin induc 7.4, EWS-Fli inh -7, esBAF inh 5, RAD52 inh -4, RAD54 branch -3 and FN deposit inh 3.
For CCCN1[C@H](C(=O)NCCN2CCCC2)[C@@H](CO)[C@@H]2Cn3c(ccc(-c4cccnc4)c3=O)[C@@H]21 the results were XiGFP reactiv -0.1, E-selectin induc 0.1, EWS-Fli inh 8, esBAF inh -2, RAD52 inh -36 and RAD54 branch -1.
O=C(/C=C/c1ccccc1[N+](=O)[O-])NCCCn1ccnc1 was read as XiGFP reactiv 0.1, S100A4 inh HTS -4, EWS-Fli inh 13, RAD52 inh -5 and FN deposit inh 12.
For C[C@@H]1CN([C@@H](C)CO)C(=O)c2cc(NC(=O)Nc3ccc(F)cc3)ccc2O[C@@H](C)CCCCO[C@@H]1CN(C)C(=O)NC1CCCCC1 the results were XiGFP reactiv -0.1, S100A4 inh HTS 1, EWS-Fli inh -16, esBAF inh -1, RAD52 inh 8, RAD54 branch 0 and FN deposit inh 7.
`O=C(CCCN1C(=O)/C(=C\c2ccco2)SC1=S)Nc1ccc2ccccc2c1` gave XiGFP reactiv 0.9, S100A4 inh HTS -11, E-selectin induc -1.2, EWS-Fli inh -38, RAD52 inh -130 and FN deposit inh -12.
`Cc1ccc(S(=O)(=O)NNC(=O)c2cc(C)cs2)cc1` gave XiGFP reactiv 0.4, S100A4 inh HTS -1, EWS-Fli inh -13, RAD52 inh -4 and FN deposit inh 2.
Screening C[C@H](CO)N1C[C@H](C)[C@H](CN(C)C(=O)NC2CCCCC2)Oc2ccc(NS(=O)(=O)c3cccs3)cc2CC1=O returned XiGFP reactiv -0.8, S100A4 inh HTS 9, E-selectin induc 0.2, EWS-Fli inh -15, esBAF inh 2, RAD52 inh -8, RAD54 branch -6 and FN deposit inh -11.
`CC(C)(C)OC(=O)N1CCC(Cc2cc(-c3cccnc3)no2)(C(=O)O)CC1` gave XiGFP reactiv -0.3, S100A4 inh HTS 2, E-selectin induc 0.3, EWS-Fli inh -7, esBAF inh -1, RAD52 inh -19, RAD54 branch -5 and FN deposit inh -5.
CCC(=O)N1CC2(CC(c3cccc(NC(=O)CC(c4ccccc4)c4ccccc4)c3)=NO2)C[C@H]1C(N)=O (some centres not stated) was read as XiGFP reactiv 0.1, S100A4 inh HTS -3, E-selectin induc 0.1, EWS-Fli inh -2, esBAF inh -7, RAD52 inh -23, RAD54 branch -1 and FN deposit inh 3.
Screening CC(=O)Nc1ccc(NC(=O)C2CCCN(S(=O)(=O)c3ccc(Cl)cc3)C2)cc1 (configuration not stated) returned XiGFP reactiv 0.1, S100A4 inh HTS 4, EWS-Fli inh -3, esBAF inh -2, RAD52 inh -24, RAD54 branch 3 and FN deposit inh -5.
`COc1cc(/C=C/C(=O)OCC(=O)NC(=O)NC2CCCCC2C)ccc1OC(F)F` (configuration not stated) gave XiGFP reactiv 0.0, S100A4 inh HTS 2, E-selectin induc 0.8, EWS-Fli inh 3, esBAF inh 4, RAD52 inh -1, RAD54 branch 13 and FN deposit inh 5.
For CC(=O)c1cccc(CN2CCC(CO)(CCOc3ccccc3)CC2)c1 the results were XiGFP reactiv 0.0, S100A4 inh HTS 15, E-selectin induc -0.1, EWS-Fli inh 8, esBAF inh -12, RAD52 inh -14, RAD54 branch 11 and FN deposit inh -17.
`COc1ccc(C(=O)Nc2ccc(C(=O)NCCc3ccccc3)cc2)cc1` gave XiGFP reactiv 0.0, S100A4 inh HTS 2, EWS-Fli inh -4, RAD52 inh -15 and FN deposit inh -3.
For COc1ccc(CC(=O)Nc2ccc(S(=O)(=O)N3CCOCC3)cc2)cc1 the results were XiGFP reactiv 0.2, S100A4 inh HTS -3, E-selectin induc -0.4, EWS-Fli inh 11, esBAF inh -9, RAD52 inh -6, RAD54 branch -7 and FN deposit inh -7.
For O=[N+]([O-])c1ccc(N2CCN(C(=S)Nc3ccc(F)cc3)CC2)cc1 the results were XiGFP reactiv 0.3, S100A4 inh HTS 1, EWS-Fli inh 2, esBAF inh -11, RAD52 inh -15 and RAD54 branch -11.
Screening Cc1ccc(S(=O)(=O)Nc2ccc3c(c2)C(=O)N([C@H](C)CO)C[C@H](C)[C@H](CN(C)Cc2ccc(-c4ccccc4)cc2)O3)cc1 returned XiGFP reactiv 0.1, S100A4 inh HTS 8, E-selectin induc -13, EWS-Fli inh 11, esBAF inh -2, RAD52 inh 26 and RAD54 branch -6.

Retrieved by structure from above:
Screening Cc1ccc(S(=O)(=O)Nc2ccc3c(c2)C(=O)N([C@H](C)CO)C[C@H](C)[C@H](CN(C)Cc2ccc(-c4ccccc4)cc2)O3)cc1 returned XiGFP reactiv 0.1, S100A4 inh HTS 8, E-selectin induc -13, EWS-Fli inh 11, esBAF inh -2, RAD52 inh 26 and RAD54 branch -6.
`Cc1ccc(S(=O)(=O)NNC(=O)c2cc(C)cs2)cc1` gave XiGFP reactiv 0.4, S100A4 inh HTS -1, EWS-Fli inh -13, RAD52 inh -4 and FN deposit inh 2.
`CC(C)(C)OC(=O)N1CCC(Cc2cc(-c3cccnc3)no2)(C(=O)O)CC1` gave XiGFP reactiv -0.3, S100A4 inh HTS 2, E-selectin induc 0.3, EWS-Fli inh -7, esBAF inh -1, RAD52 inh -19, RAD54 branch -5 and FN deposit inh -5.

Next results.
COc1ccc(CCNC(=O)CC2Oc3ccc(Cl)cc3NC2=O)cc1OC (configuration not stated) was read as XiGFP reactiv 0.2, S100A4 inh HTS 6, E-selectin induc 0.2, EWS-Fli inh 2, esBAF inh -7, RAD52 inh -2, RAD54 branch 5 and FN deposit inh 4.
For CC1CN(C(=O)COC(=O)c2ccccc2O)CC(C)O1 (configuration not stated) the results were XiGFP reactiv 0.0, S100A4 inh HTS 1, EWS-Fli inh -1, esBAF inh -13, RAD52 inh -4, RAD54 branch -6 and FN deposit inh 8.
CCN(C[C@H]1[C@H](c2ccccc2)[C@@H](CO)N1C(=O)C1CC1)C(=O)NC1CCCC1 was read as XiGFP reactiv 0.0, S100A4 inh HTS -14, E-selectin induc 0.3, EWS-Fli inh 2, esBAF inh 1, RAD52 inh -39 and RAD54 branch -3.
For COc1cccc(C#Cc2ccc3c(c2)O[C@H](CN(C)S(=O)(=O)c2ccccc2F)[C@@H](C)CN([C@H](C)CO)S3(=O)=O)c1 the results were XiGFP reactiv -0.1, S100A4 inh HTS -23, E-selectin induc 0.1, EWS-Fli inh -3, esBAF inh 11, RAD52 inh -23 and RAD54 branch -6.
CO[C@H]1CN(C)C(=O)c2ccc(NC(=O)c3ccc4c(c3)OCO4)cc2OC[C@H](C)N(CC2CC2)C[C@H]1C was read as XiGFP reactiv 0.0, S100A4 inh HTS 4, E-selectin induc 0.1, EWS-Fli inh -6, esBAF inh 5, RAD52 inh 0, RAD54 branch 6 and FN deposit inh 2.
Screening CCN(C(=O)COC(=O)c1cn(-c2ccccc2)nc1-c1ccccc1)C1CCS(=O)(=O)C1 (configuration not stated) returned XiGFP reactiv 0.0, S100A4 inh HTS 4, E-selectin induc 3.1, EWS-Fli inh -6, RAD52 inh -16 and FN deposit inh 2.
For Cc1ccccc1S(=O)(=O)N[C@@H]1CC[C@H](CCn2cc(-c3ccc(F)cc3)nn2)O[C@@H]1CO the results were XiGFP reactiv 0.6, S100A4 inh HTS 31, E-selectin induc -0.6, EWS-Fli inh -5, esBAF inh 9, RAD52 inh -1, RAD54 branch -1 and FN deposit inh -13.
CCc1nccn1Cc1cc(C=O)ccc1OC was read as XiGFP reactiv 0.0, S100A4 inh HTS 2, E-selectin induc 0.4, EWS-Fli inh -3, RAD52 inh -10, RAD54 branch -1 and FN deposit inh 8.
For O=C(NCC1CC1)[C@@H]1N[C@@H]2c3ccc(-c4ccccc4F)c(=O)n3C[C@@H]2[C@H]1CO the results were XiGFP reactiv -0.1, S100A4 inh HTS -3, E-selectin induc -0.1, EWS-Fli inh 3, esBAF inh 5, RAD52 inh -1 and RAD54 branch -7.
For CCc1nc2ccc(C(=O)NCCc3ccccn3)cn2c1N(CCC(C)C)CCN(C)C the results were XiGFP reactiv -0.1, S100A4 inh HTS 3, E-selectin induc 0.1, EWS-Fli inh -3, esBAF inh -4, RAD52 inh -4 and RAD54 branch 10.
For O=C(NCc1ccccc1)C1CCCN(S(=O)(=O)c2ccc(F)cc2)C1 (configuration not stated) the results were XiGFP reactiv -0.1, S100A4 inh HTS -1, E-selectin induc -0.3, esBAF inh 3, RAD52 inh -2, RAD54 branch 10 and FN deposit inh 0.
Screening Cc1ccc2c(c1)c(C1=NC(=S)NC1=O)c(O)n2C returned XiGFP reactiv 0.2, S100A4 inh HTS 0, EWS-Fli inh -13, RAD52 inh -4 and FN deposit inh -4.
For CC1CCCCC1NC(=O)Cn1cccc1C(=O)c1ccccc1 (configuration not stated) the results were XiGFP reactiv 0.0, S100A4 inh HTS 7, EWS-Fli inh -9, esBAF inh 2, RAD52 inh -13, RAD54 branch -6 and FN deposit inh -7.

The order is random; about 3% have a hit in one of these screens.
